Mtb FBA inh: Mtb FBA enzyme inhibitors, primary screen, biochemical, fluorescence, strain H37Rv. purified M. tuberculosis FBA, fluorescence read-out. inhibition, % at 1 µM. Fructose-bisphosphate aldolase (Mycobacterium tuberculosis (strain ATCC 25618 / H37Rv)), …. AID 588726, 2011. 2.3% of 360,000 active; in the data active = inhibition above about 27%;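 note: 0% = vehicle and 100% = reference inhibitor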
Mtb BioA inh: M. tuberculosis BioA enzyme inhibitors, primary screen, biochemical, plate reader, single point, HTS; AID 602481, 2012; 0.096% of 360,000 active; 7,8-diaminopelargonic acid synthase BioA (Mycobacterium tuberculosis); purified M. tuberculosis BioA enzyme; inhibition, % at 9.99 µM; in the data active = inhibition above about 40%; inconclusive = no clear call, values can overlap the other calls
GDH-TPI counter: GDH-TPI coupling enzyme inhibitors, primary screen, artefact control for M. tuberculosis FBA inhibitor project, biochemical, absorbance, full deck; inhibition, % at 4.8 µM; 1.2% of 360,000 active; AID 588335, 2011; GDH-TPI coupled enzyme counterscreen, NADH absorbance; in the data active = inhibition above about 30%;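 note: 0% = DMSO wells and 100% = wells lacking the enzyme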
FadD28 binding: inhibitors of FadD28 bisubstrate probe binding, primary screen, biochemical, fluorescence polarization, single point | 0.22% of 360,000 active | inhibition, % at 12.5 µM; in the data active = inhibition above about 8.5%, passing the limit was not always enough; inconclusive = no clear call, values can overlap the other calls
BoNT F protease: BoNT/F light chain protease inhibitors, primary screen, biochemical, flow cytometry, MLPCN library. Botulinum neurotoxin type F light chain protease (Clostridium botulinum). Multiplex microsphere protease cleavage assay. inhibition, % at 10 µM. 0.22% of 360,000 active; in the data active = inhibition above about 35%, passing the limit was not always enough; inconclusive = no clear call, values can overlap the other calls; note: plate controls were buffer without enzyme for full effect and enzyme alone for no effect
Anthrax LF inh2: Bacillus anthracis LF protease inhibitors, primary screen, biochemical, multiplex microsphere, MLPCN library; Lethal factor (Bacillus anthracis), P15917; multiplex microsphere protease cleavage assay; inhibition, % at 10 µM; 0.12% of 360,000 active; AID 588501, 2011; note: plate controls were buffer without enzyme for full effect and enzyme alone for no effect
Target sequence (P15917 whole entry, looked up): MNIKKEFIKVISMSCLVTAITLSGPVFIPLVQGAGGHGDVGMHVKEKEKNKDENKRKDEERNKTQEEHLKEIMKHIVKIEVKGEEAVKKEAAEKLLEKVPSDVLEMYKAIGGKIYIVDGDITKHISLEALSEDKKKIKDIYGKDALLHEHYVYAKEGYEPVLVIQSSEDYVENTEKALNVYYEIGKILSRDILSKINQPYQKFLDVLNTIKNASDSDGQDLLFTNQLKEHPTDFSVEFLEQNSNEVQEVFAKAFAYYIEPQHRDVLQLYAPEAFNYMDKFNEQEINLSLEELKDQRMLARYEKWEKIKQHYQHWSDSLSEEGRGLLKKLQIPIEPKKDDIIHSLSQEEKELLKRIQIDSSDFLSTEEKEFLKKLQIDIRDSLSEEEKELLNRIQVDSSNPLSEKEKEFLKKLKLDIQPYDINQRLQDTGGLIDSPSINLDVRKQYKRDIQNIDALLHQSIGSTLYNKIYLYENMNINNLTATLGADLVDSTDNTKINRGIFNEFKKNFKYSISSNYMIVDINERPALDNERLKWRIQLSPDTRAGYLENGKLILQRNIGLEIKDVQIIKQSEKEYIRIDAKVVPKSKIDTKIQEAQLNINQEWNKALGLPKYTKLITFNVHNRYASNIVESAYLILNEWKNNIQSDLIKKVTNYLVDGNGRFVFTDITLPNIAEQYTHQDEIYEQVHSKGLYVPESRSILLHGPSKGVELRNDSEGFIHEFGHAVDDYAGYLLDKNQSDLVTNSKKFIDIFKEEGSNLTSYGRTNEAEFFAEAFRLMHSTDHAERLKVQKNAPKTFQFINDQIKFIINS
PfHsp40 yeast: rescue of yeast from PfHsp40 toxicity, primary screen, S. cerevisiae, ATP luminescence; S. cerevisiae expressing PfHsp40, growth rescue; growth rescue, % at 12.5 µM; 0.68% of 340,000 active; in the data active = growth rescue above about 28%, passing the limit was not always enough; inconclusive = no clear call, values can overlap the other calls;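 note: yeast W303a lacking pdr1 and pdr3 grown in galactose medium; growth measured after three days at 30 °C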
BoNT A protease: BoNT/A light chain protease inhibitors, primary screen, biochemical, flow cytometry, MLPCN library | Botulinum neurotoxin type A light chain protease (Clostridium botulinum A str. ATCC 3502) | multiplex microsphere protease substrate cleavage | inhibition, % at 10 µM | 0.17% of 360,000 active; note: plate controls were buffer without enzyme for full effect and enzyme alone for no effect
UGM FP inh: M. tuberculosis UGM enzyme inhibitors, primary screen, biochemical, fluorescence polarization, single point; UDP-galactopyranose mutase (Mycobacterium tuberculosis (strain ATCC 25618 / H37Rv)), …; purified UGM, fluorescence polarization probe displacement; inhibition, % at 10 µM; 0.06% of 320,000 active; AID 504406, 2011; in the data active = inhibition above about 10%, passing the limit was not always enough; inconclusive = no clear call, values can overlap the other calls
* hit, by the source's call; ? = inconclusive; / = not tested or not shown; & = joins results of further samples. Cut-off read from the data, not from the text of the source, unless noted: active = inhibition above about 30%; inconclusive = no clear call, values can overlap the other calls; inactive = below that.

The first ten records (preview)
Structure	Mtb FBA inh	Mtb BioA inh	GDH-TPI counter	FadD28 binding	BoNT F protease	Anthrax LF inh2	PfHsp40 yeast	BoNT A protease	UGM FP inh
CCN1CCN(C(=O)c2ccc(Cn3c(=O)[nH]c4cc(OC)c(OC)cc4c3=O)cc2)CC1	13	-0.3	10	-1.0	10	-2	2.8	0.4	-2.5
CC(=O)c1c(COC(=O)c2ccncc2)nc2ccccc2[n+]1[O-]	-1	-1.0	13	0.1	-28	4	0.1	3.3	3.2
CCCCCC(=O)Nc1cc(N(C)C)nc2ccccc12	23	2.4	13	-2.9	9	-14	-0.8	5.8	-2.1
Cc1cc(OCC(=O)N2CCN(c3ccc(F)cc3)CC2)c2c(C)cc(=O)oc2c1	-10	1.6	0	-3.9	1	0	0.8	0.5	0.0
O=[N+]([O-])c1ccc(Oc2ccc(S(=O)(=O)N3CCCCC3)cc2)cc1	-2	/	2	-0.2	-18	-3	1.2	-0.5	-2.3
Cc1ccc(S(=O)(=O)c2c(N)n(NC(=O)c3ccco3)c3nc4ccccc4nc23)cc1	35*	0.3	19	-2.8	10	6	0.4	3.4	0.2
CN(CC(=O)Nc1ccc(F)cc1)C(=O)COc1ccc(C(=O)c2ccccc2)cc1	8	/	-1	0.7	-8	-2	1.7	-0.5	0.5
CCOC(=O)c1cc(Sc2ccccc2N)cc(C(=O)OCC)n1	0	/	6	-2.0	-6	2	0.6	-0.4	-0.1
NC(=O)c1ccc(NS(=O)(=O)c2ccc3ccccc3c2)cc1	-2	4.5	-1	-0.3	5	5	2.3	-1.5	2.6
COc1nc(Nc2ccc(OC)c(Cl)c2)nc(OC)n1	-1	-1.1	3	-4.3	5	-2	0.5	0.5	-1.8

This part in full, from the first entry:
Structure	Mtb FBA inh	Mtb BioA inh	GDH-TPI counter	FadD28 binding	BoNT F protease	Anthrax LF inh2	PfHsp40 yeast	BoNT A protease	UGM FP inh
CCN1CCN(C(=O)c2ccc(Cn3c(=O)[nH]c4cc(OC)c(OC)cc4c3=O)cc2)CC1	13	-0.3	10	-1.0	10	-2	2.8	0.4	-2.5
CC(=O)c1c(COC(=O)c2ccncc2)nc2ccccc2[n+]1[O-]	-1	-1.0	13	0.1	-28	4	0.1	3.3	3.2
CCCCCC(=O)Nc1cc(N(C)C)nc2ccccc12	23	2.4	13	-2.9	9	-14	-0.8	5.8	-2.1
Cc1cc(OCC(=O)N2CCN(c3ccc(F)cc3)CC2)c2c(C)cc(=O)oc2c1	-10	1.6	0	-3.9	1	0	0.8	0.5	0.0
O=[N+]([O-])c1ccc(Oc2ccc(S(=O)(=O)N3CCCCC3)cc2)cc1	-2	/	2	-0.2	-18	-3	1.2	-0.5	-2.3
Cc1ccc(S(=O)(=O)c2c(N)n(NC(=O)c3ccco3)c3nc4ccccc4nc23)cc1	35*	0.3	19	-2.8	10	6	0.4	3.4	0.2
CN(CC(=O)Nc1ccc(F)cc1)C(=O)COc1ccc(C(=O)c2ccccc2)cc1	8	/	-1	0.7	-8	-2	1.7	-0.5	0.5
CCOC(=O)c1cc(Sc2ccccc2N)cc(C(=O)OCC)n1	0	/	6	-2.0	-6	2	0.6	-0.4	-0.1
NC(=O)c1ccc(NS(=O)(=O)c2ccc3ccccc3c2)cc1	-2	4.5	-1	-0.3	5	5	2.3	-1.5	2.6
COc1nc(Nc2ccc(OC)c(Cl)c2)nc(OC)n1	-1	-1.1	3	-4.3	5	-2	0.5	0.5	-1.8
COc1ccccc1NC(=O)C1CCCN(S(=O)(=O)c2c(C)noc2C)C1 (stereo unspecified)	-4	-2.6	-4	-2.3	-3	2	-0.6	-0.4	-1.4
O=S1(=O)N[C@@H](Cc2ccccc2)COc2cc(Br)ccc21	3	1.9	2	-2.5	-4	2	-0.9	-0.1	/
COc1ccc(-c2cc(C(=O)Nc3ccccc3O)c3ccccc3n2)cc1	29*	-0.3	12	-2.2	-25	6	0.3	-2.6	2.5
Cc1cc(C(=O)NNC(=O)C(CCC(N)=O)NS(=O)(=O)c2ccc(Cl)cc2)c(C)o1 (stereo unspecified)	-1	-0.4	4	0.4	-4	-4	-0.1	-0.5	-0.9
Cc1ccc(NC(=O)C(OC(=O)c2ccc(C=O)cc2)c2ccccc2)cc1Cl (stereo unspecified)	-5	/	-4	0.5	-11	-2	1.1	-1.6	0.7
COc1cccc(OC(=O)c2cc3ccccc3oc2=O)c1	4	-5.3	16	0.6	-5	-6	-1.8	-0.5	0.0
Cc1cc(OC(F)F)ccc1NC(=S)NCCc1ccccc1	-2	0.3	5	-3.3	1	1	-1.1	0.0	1.9
COc1cc(C2/C(=C(\O)c3ccc4c(c3)OCCO4)C(=O)C(=O)N2Cc2ccco2)ccc1O (stereo unspecified)	6	1.2	9	-2.9	2	-1	-0.1	0.5	1.5
CCOc1ccc(C2NC(=O)NC(c3ccccc3)=C2C(C)=O)cc1OC (stereo unspecified)	1	-0.7	2	-3.0	?	3	0.6	-1.3	0.4
Cn1c(=O)n(Cc2ccccc2F)c(=O)c2c1nc1n2CCN1Cc1ccco1	2	/	13	-0.5	-5	-4	-0.5	-1.9	-1.3
CC(C)[C@H](NC(=O)c1ccccc1)C(=O)OCC(=O)Nc1ccc(S(=O)(=O)N2CCOCC2)cc1	-1	/	4	-0.5	4	-1	-0.6	0.3	0.6
CCNC(=S)N/N=C(\C)c1ccc2c(c1)OCCO2	-1	-0.1	14	2.0	-1	-2	1.8	-0.9	-2.8
CCC(C(=O)NCCC1=CCCCC1)c1ccccc1 (stereo unspecified)	-1	0.0	4	-1.4	0	0	0.4	1.2	-2.0
O=C(Cn1nnc(-c2ccccc2)n1)N/N=C/c1ccc(-c2ccc(Cl)cc2)o1	1	0.7	11	-1.5	1	2	-1.6	-1.3	1.3
COc1ccc(Cn2c(CCC(=O)Nc3ccc(C)cc3)nc3cccnc32)cc1	3	-2.3	-6	-2.1	-2	-7	2.3	0.5	0.2
CCCCc1ccc(NC(=S)NCC2CCCO2)cc1 (stereo unspecified)	4	2.3	5	-1.7	1	0	1.2	0.0	-1.1
O=C(CCCSc1nnc(SCCCC(=O)c2ccc(F)cc2)s1)c1ccc(F)cc1	-1	-0.3	11	-0.4	-16	-3	0.6	-2.3	-1.7
CC[C@@]12C(=O)N(c3ccc(OC)cc3)C(=O)N1[C@H](c1cccc(C)c1)[C@@H]1C(=O)N(Cc3ccccc3)C(=O)[C@@H]12	1	-1.1	7	-4.1	-3	-7	-0.1	-0.1	1.6
COc1cccc(NC(=O)CN2C(=O)COc3ccc(Cl)cc32)c1	3	-0.7	0	-0.7	-1	-3	0.8	0.7	0.0
Nc1c(SCCC(=O)O)ccc2c1C(=O)c1ccccc1C2=O	-1	5.1	-3	4.6	-5	-21	-0.9	0.0	0.5
NC(=O)c1nsc(C(=O)N(CC(=O)NC2CCCC2)c2ccc(F)c(Cl)c2)c1N	3	/	10	-1.8	-12	-5	-1.8	0.2	-1.8
CCOc1ccc(N2C(=O)CC(C(C)c3ccccc3)C2=O)cc1 (stereo unspecified)	1	1.7	1	-2.9	?	10	0.4	1.1	-1.8
COc1ccc(NC(=O)CSc2nnc(Cc3ccc(C)cc3)c(=O)n2N)cc1	6	-0.7	-4	0.6	?	?	-1.0	?	-1.6
O=C(Cc1c(C(=O)O)[nH]c2ccccc12)NCCN1CCN(c2cccc(Cl)c2)CC1	3	-1.8	-7	-3.8	16	3	-0.3	1.6	-1.1
COc1ccc(-c2noc(CCC(=O)NC3CCCCCC3)n2)cc1OC	3	-1.2	6	-2.1	-3	0	/	-0.5	/
CN(C)CCCNC1CS(=O)(=O)CC1O (stereo unspecified)	-2	-1.7	0	-0.5	-2	-8	-0.6	-0.2	0.9
CC(C)c1ccc(-c2nnn(CCC(=O)O)n2)cc1	-2	-0.5	14	-0.3	0	-2	-0.2	0.2	-2.8
Cc1nc(NCCO)c2nnn(Cc3ccccc3F)c2n1	1	0.4	-1	-2.5	-2	0	-0.9	0.2	-3.7
Cc1ccc(C(=O)N/C(=C\c2ccco2)C(=O)NCCc2c[nH]c3ccccc23)cc1	-3	/	6	-2.9	-9	0	2.5	-1.6	-4.7
O=S(=O)(NCCN1CCOCC1)c1cc(Cl)c(Cl)cc1Cl	-2	-1.2	10	-1.7	?	-8	-1.2	-2.0	-0.5
O=C(NCc1ccco1)c1cc2nc(-c3cccs3)cc(C(F)(F)F)n2n1	37*	4.6	21	-0.6	2	-3	1.0	2.3	-0.2
Cc1nnnn1/C(=C\c1ccccc1)C(=O)OCC(=O)N1CC2(C)CC1CC(C)(C)C2 (stereo unspecified)	-4	/	-4	-3.5	-6	0	-1.9	0.2	-1.5
CCCC1C(c2ccccc2)C(C#N)(C#N)C2(C#N)CC1(N)NC2=O (stereo unspecified)	-1	-1.0	6	-0.5	9	-3	-0.2	-1.5	-0.2
CN(c1ccc(OCC(=O)OCC(=O)Nc2ccc(Br)cc2)cc1)S(=O)(=O)c1cccs1	0	1.5	-3	-1.1	-16	-2	2.9	-1.5	-1.8
CC(C)c1ccc(S(=O)(=O)N2CCN(C(C)C(=O)Nc3ccccc3-c3ccccc3)CC2)cc1 (stereo unspecified)	0	/	-3	-0.3	0	1	0.9	-0.5	-0.7
Cc1cc(-c2nn(-c3ccccc3F)cc2CN2CCC(O)CC2)c(C)s1	7	-1.8	8	-2.5	-6	-6	-0.6	1.7	2.3
CC(=O)c1cccc(NC(=O)CN(C)S(=O)(=O)c2ccccc2)c1	4	3.1	-3	-0.2	4	-2	-0.1	0.0	0.4
Cc1ccc(NCC(=O)N/N=C\c2ccc([N+](=O)[O-])o2)cc1	-4	4.5	21	0.1	-12	-4	-1.4	-2.3	1.5
O=C(NN1C(=O)C2C3C=CC(C4CC34)C2C1=O)c1ccc(Br)cc1 (stereo unspecified)	-1	/	-1	-1.3	2	0	-0.6	-1.0	-2.4
CC(C)(C)NC(=O)c1cccc(NC(=O)c2cccc(O)c2)c1	-2	6.0	1	-0.4	-30	-13	-0.9	-3.4	-1.1
N#C/C(=C\c1ccc(F)cc1)C(=O)NC1CCS(=O)(=O)C1 (stereo unspecified)	1	-0.5	0	-1.5	2	-2	-0.6	-0.9	1.6
O=C(Cn1c(=O)n(CC2CCCO2)c(=O)c2ccccc21)N1CCN(c2ccccc2)CC1 (stereo unspecified)	3	-3.1	4	-1.5	-4	-13	-0.5	-0.3	0.1
Cc1nc2ccccn2c1C(=O)N=Nc1c(O)n(CCC(C)C)c2ccccc12	1	-2.0	1	0.6	4	-6	-2.0	0.0	2.6
O=C1[C@@H]2Cc3c([nH]c4ccccc34)CN2C(=O)CN1CCO	2	-3.4	8	/	-3	2	0.8	1.2	0.1
C[C@@H]1CN([C@@H](C)CO)C(=O)c2cccc(NS(C)(=O)=O)c2O[C@H]1CN(C)C(=O)Nc1ccc(F)cc1	0	-4.0&0.3	-2	-2.7	-8	-1	-0.3	-0.1	-1.7

Screens: PubChem, several laboratories
